DENV2 CPE: DENV2-induced cell death inhibition. DENV2-infected cells, cytopathic effect rescue, plate reader. CPE inhibition, % at 9.99 µM. 350,000 compounds, 1.7% hits; in the data active means CPE inhibition above about 20%, passing the limit was not always enough; inconclusive means no clear call, values can overlap the other calls; tested in BHK-21 cells;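 further: 0% = median of neutral control wells and 100% = median of positive control wells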
Xi reactivation: reactivates the inactive X chromosome in mouse fibroblasts | XiGFP mouse fibroblasts, % GFP-positive cells imaging, 3 d; cells co-treated with 5-aza-dC sensitizer; scaled so ellipticine positive control = 100% | activation, % at 7.58 µM | 360,000 compounds, 0.055% hits;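 active means mean normalized replicate activation at least 10% and every replicate at or above 10%; inconclusive means only one of the two criteria met; inactive means mean below 10% and not all replicates reach 10%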;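 further: 0% = median of on-plate neutral control wells and 100% = ellipticine 6 µM median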
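Assay system – SV40-immortalized XiGFP fibroblast cells, line 68-5-11 · Buffer or medium – DMEM supplemented with 5-aza-dC as sensitizing agent · Dosing – one concentration, pinned · Benchmarks – positive control ellipticine, 6 µM final · Times – 3 days compound exposure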
PAX8 inh HTS: inhibitors of PAX8 transcriptional activity in RMG-I cells | RMG-I TPO-luciferase reporter, SteadyGlo, 24 h | inhibition, % at 12.6 µM | 360,000 compounds, 1.2% hits;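 active means mean replicate inhibition at least 60% with every replicate also reaching 60%; inconclusive means only one of the two criteria is met; inactive means mean below 60% and not all replicates reaching 60%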;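 further: luciferase light reporting Pax8 driven TPO promoter activity; plate controls were median of neutral control wells for no effect and mitoxantrone controls for full effect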
CFTR F508del cor: CFTR F508del correction in bronchial cells. activity (quench increase), % at 7.58 µM. AID 720511. CFBE cells, YFP halide quenching; stimulated with forskolin plus potentiator P3; % fluorescence drop versus neutral controls. 350,000 compounds, 0.36% hits;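 active means mean added fluorescence quench of at least 8% versus neutral control, with both replicates also reaching 8%; inconclusive means only one of the mean or replicate conditions met; inactive means mean below 8% and not both replicates reaching 8%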;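 further: cells transiently co-express mutant CFTR-F508del with the halide-sensitive YFP; corrector assay measuring rescue of mutant channel to the surface after 24 h compound exposure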
EWS-Fli block: EWS/Fli transcriptional activity inhibition; inhibition, % at 12.6 µM; A673 NR0B1-luciferase reporter, viability-normalised; 350,000 compounds, 0.67% hits; AID 651661;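 active means mean inhibition of at least 50% after viability correction, with every replicate also passing that limit; inconclusive means mean reaches 50% but only one of two replicates passes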;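 further: firefly luciferase signal divided by Alamar Blue viability fluorescence both relative to DMSO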
INS-1E GSIS act: primary screen for activators of insulin secretion dependent on glucose, INS-1E cells, GLuc reporter luminescence; INS-1E GLuc reporter insulin secretion, 2-3 h; activation, % at 16.6 µM; 370,000 compounds, 0.61% hits; AID 743287;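 active means lowest replicate activation of at least 40%, so every replicate reaches that level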;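 further: 0% = median of neutral control wells and 100% = median of IBMX positive control wells; some compounds called inactive have numbers as strong as hits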
ERp5 inh: inhibitors of human ERp5. Q15084. 350,000 compounds, 0.05% hits. inhibition, % at 9.99 µM. ERp5 insulin aggregation, absorbance 650 nm, 90 min;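 active means mean replicate inhibition above about 25%, with every replicate also reaching it, limit read from the data, passing the limit was not always enough; inconclusive means only one of those two criteria met; inactive means neither criterion met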
Target sequence (Q15084 whole entry, looked up): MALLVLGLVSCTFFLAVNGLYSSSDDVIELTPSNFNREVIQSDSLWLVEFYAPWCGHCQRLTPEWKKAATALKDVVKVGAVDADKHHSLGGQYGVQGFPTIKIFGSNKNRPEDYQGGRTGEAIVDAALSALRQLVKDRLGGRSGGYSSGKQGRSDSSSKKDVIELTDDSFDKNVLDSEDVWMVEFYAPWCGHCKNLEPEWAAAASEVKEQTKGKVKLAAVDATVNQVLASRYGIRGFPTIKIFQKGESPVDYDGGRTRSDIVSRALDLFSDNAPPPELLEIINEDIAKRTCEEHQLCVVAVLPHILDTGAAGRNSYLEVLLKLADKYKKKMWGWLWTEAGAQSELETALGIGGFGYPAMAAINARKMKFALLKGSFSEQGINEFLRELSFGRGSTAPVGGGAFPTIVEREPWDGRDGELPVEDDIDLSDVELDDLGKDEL
ARNT-TACC3 inh: disruptors of human ARNT/TACC3 interaction; AlphaScreen His-ARNT PAS-B/GST-TACC3 binding, luminescence; TACC3 fragment carries E629A point mutation; inhibition, % at 9.99 µM; Q9Y6A5; 390,000 compounds, 0.66% hits; AID 623870;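 active means mean inhibition of replicates at least 50% and at least half of replicates each reaching 50%; inconclusive means half or more replicates reach 50% but mean below 50%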;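 further: 0% = complete ARNT plus TACC3 wells and 100% = ARNT alone without TACC3; many hits fall short of the cut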
Numbers without * were called inactive; ? = inconclusive; . = not tested or not shown; & = joins results of further samples.

SMILES	DENV2 CPE	Xi reactivation	PAX8 inh HTS	CFTR F508del cor	EWS-Fli block	INS-1E GSIS act	ERp5 inh	ARNT-TACC3 inh
C[C@@H]1CN([C@H](C)CO)C(=O)c2cc(-c3ccncc3)cnc2O[C@H]1CN(C)Cc1cccnc1	-3	-0.9	.	1.0	6	14	-5	-1
COc1cccc(NC(=O)C[C@@H]2CC[C@@H]3[C@H](COc4ccc(NC(C)=O)cc4C(=O)N3C)O2)c1	-5	0.2	-7	-3.2	-5	-3	7	1
CC1CCC(NC(=O)COC(=O)c2n[nH]c(=O)c3ccccc23)CC1 (stereo not drawn)	-1	0.0	-5	-1.8	-3	-4	8	-2
CCOC(=O)c1sc(N2C(=O)C(O)=C(C(=O)c3ccco3)C2c2ccco2)nc1C (stereo not drawn)	1	0.0	5	0.0	13	-11	2	-12
N#C/C(=C\c1c(N2CCCCC2)nc2ccccn2c1=O)C(=O)NCc1ccco1	4	0.0	-10	.	.	24	-3	15
CC(C)c1ccc(CN(C(=O)/C=C/c2ccco2)C2CCS(=O)(=O)C2)cc1 (stereo not drawn)	7	0.0	-3	-1.8	-8	-3	2	8
O=C(C[C@@H]1CC[C@@H]2[C@H](COC[C@@H](O)CN2Cc2ccc(C(F)(F)F)cc2)O1)NCCc1ccccc1	-3	0.1	.	1.3	.	-20	-1	0
Cc1n[nH]c(C)c1Sc1ccccc1N	4	0.1	-10	-3.3	1	-6	-1	1
COc1ccccc1/C=C/C=N/n1c(-c2n[nH]c3c2CCC3)n[nH]c1=S	3	0.0	1	0.7	15	4	2	.
Nc1nonc1OCCN1CCN(c2ccc([N+](=O)[O-])c3cccnc23)CC1	?	0.0	24	-2.0	14	.	-4	1
Cc1ccc(NS(=O)(=O)c2ccc3c(c2)OCCCO3)cc1S(=O)(=O)N1CCOCC1	7	0.1	9	-0.1	7	-17	-1	1
CCN(CC(=O)Nc1ccc(NC(C)=O)cc1)C(=O)c1ccc(C(=O)c2ccccc2)cc1	6	0.0	4	-0.1	3	-9	-1	.
O=C(Nc1ccccc1Cl)C1C2CCC3C(CCC21)C3(Cl)Cl (stereo not drawn)	1	0.0	-24	-1.1	4	11	-3	-5
Cc1ccc2cc(CCNC(=O)C(=O)c3c[nH]c4ccccc34)c(=O)[nH]c2c1	-1	0.0	31	-0.3	8	8	3	-5
OCC[C@H]1C[C@@H](O)[C@H](O)[C@@]2(CCc3ccccc3CO2)O1	48*	0.0	-17	0.8	2	-4	-1	0
Cc1ccccc1NC(=O)/C(C#N)=C/c1ccsc1	.	0.0	-25	.	.	13	.	1
OCC(O)/C=N/Nc1nc2ccccc2s1 (stereo not drawn)	-8	0.0	-14	1.2	-4	3	-2	.
O=C(NC(c1ccccc1)c1ccc2ccccc2n1)C1CCN(CCOc2ccc(Cl)cc2Cl)CC1 (stereo not drawn)	-4	0.0	22	4.2	0	-32	1	.
CC(C)(C)NC(=O)CN(C(=O)C(=O)Nc1ccc2c(c1)OCCO2)C1CC1	-1	0.2	9	-1.4	-15	4	1	-4
C[C@H](CO)N1C[C@H](C)[C@@H](CN(C)C(=O)NC2CCCC2)Oc2cc(Br)ccc2S1(=O)=O	11	-0.2	2&-10	2.3&2.5	-5&-4	-17&-7	1	.
Cc1noc(C)c1NC(=O)NCC[C@@H]1CC[C@H](NC(=O)c2ccc(F)cc2)[C@@H](CO)O1	3	-0.3	-15	0.4	0	15	-3	-3
CC(=O)N1c2ccc(S(=O)(=O)N(C)Cc3ccccc3)cc2CC1C (stereo not drawn)	5	0.0	22	0.5	-11	-3	12	2
CCc1ccc(-n2c(=S)sc3c(=O)n(-c4ccccc4C)c(SCC(=O)O)nc32)cc1	3	0.2	13	0.3	8	.	-1	32
CCO[C@H]1OC(C(=O)N2CCN(C)CC2)=C[C@@H](c2ccc(C(F)(F)F)cc2)[C@@H]1CCCO	2&13	0.0	-13&-19	-0.1&5.3	-9&-4	.	1&5	-6&-5
COc1ccc(NC(=O)CN2CCCN(S(=O)(=O)c3ccc(F)cc3)CC2)cc1	4	.	.	-3.2	-1	-35	-2	22
CN(C(=O)c1ccccc1C(=O)OCC(=O)c1ccccc1)c1ccccc1	-4	0.0	-2	-0.5	1	-2	1	4
Nn1c(Cc2ccccc2)nc2ccccc2c1=O	2	0.0	3	-2.1	0	2	-2	-7
COCC#Cc1ccc2c(c1)O[C@@H](CN(C)CC1CC1)[C@@H](C)CN([C@@H](C)CO)S2(=O)=O	-8	-0.4	.	-1.9	8	7	6	0
O=C1C=C(NNC(=O)c2ccccc2Br)CCC1	2	0.0	0	-1.1	-5	7	2	.
Cc1ccc2nc(N(CCCN(C)C)C(=O)CN3C(=O)c4ccccc4C3=O)sc2c1	.	0.4	-26	-4.1	12	-11	2	9
Cc1c(-n2cc(C(=O)O)c(=O)c3cc(F)c(N4CCCC(O)C4)c(F)c32)c(=O)n(-c2ccccc2)n1C (stereo not drawn)	8	0.1	9	1.9	7	24	-2	-6
N#Cc1ccc(C(=O)N2CCN(C(=O)C3CCCO3)CC2)cc1 (stereo not drawn)	1	0.0	5	2.0	5	-3	-6	-2
Cc1cc(C)c2c(N=NN3CCOCC3)[nH]nc2n1	-3	-0.2	2	.	0	.	-6	-3
COc1cccc(-c2ccc3c(c2)[C@@H]2[C@@H](CCN2S(=O)(=O)c2ccccc2OC)[C@@H](CO)N3)c1	-14	0.4	-13	-1.1	-6	-2	-5	-5
O=C(CN1CCOCC1)NCC[C@@H]1CC[C@@H](NC(=O)Nc2ccc(C(F)(F)F)cc2)[C@@H](CO)O1	1	-0.3	0	-1.4	-2	19	-2	.
CCCCCC(=O)NNC(=O)Cc1ccc([N+](=O)[O-])cc1	.	0.0	10	-2.2	-10	-6	7	-3
O=C(Nc1ccc([N+](=O)[O-])cc1)c1cccc([N+](=O)[O-])c1	-8	0.9	-1	1.4	1	.	3	.
COc1ccccc1NS(=O)(=O)c1cccc(C(=O)OCc2nc3ccccc3s2)c1	.	0.0	8	.	.	-5	.	-3
COc1ccc(C(=O)N/N=C/c2sc(=O)n(Cc3cccc(C(=O)O)c3)c2Cl)cc1	6	0.2	3	-0.3	-2	-19	5	13
CCCC(C)NC(=O)COc1ccc(S(=O)(=O)c2ccc(OCC(=O)NC(C)CCC)cc2)cc1 (stereo not drawn)	.	0.2	11	.	.	3	.	-9
NS(=O)(=O)c1cc(C(=O)O)c(NCc2ccco2)cc1Cl	7	0.0	-15	.	-3	.	-3	-4
COCC#Cc1cnc2c(c1)C(=O)N([C@H](C)CO)C[C@@H](C)[C@H](CN(C)S(=O)(=O)c1ccccc1)O2	7	-0.3	.	-1.8	-2	-9	-1	-11
CN1C(=O)c2cc(NC(=O)C3CCCC3)ccc2OC[C@@H]2O[C@H](CC(=O)NCC3CC3)CC[C@@H]21	?	0.0	10	-0.8	0	4	-5	0
OC[C@@H]1[C@H](c2ccc(-c3cccc(F)c3)cc2)[C@H]2CN(Cc3cncnc3)CCCCN12	-19	0.0	12	1.4	-1	-2	-2	0
CCC1OC(c2ccc([N+](=O)[O-])cc2)=Nc2ccccc21 (stereo not drawn)	-2	0.1	-29	1.7	0	1	1	-7
COc1ccccc1N1CN(S(=O)(=O)c2ccc(C)cc2)c2nc3ccccc3nc21	-7	0.3	-11	2.3	-4	.	4	2
COc1ccc(C(=O)N(C)c2c(C)n(C)n(-c3ccccc3)c2=O)cc1OC	.	0.0	-9	0.0	7	3	6	.
CC(=O)N1[C@H](C(=O)N[C@@H](C)c2ccccc2)[C@@H](CO)[C@@H]2Cn3c(cccc3=O)[C@@H]21	-3	0.4	-23	1.3	13	15	2	-6
CN(CCOc1ccccc1)C(=O)c1cc(COc2c(F)cccc2F)on1	4	0.2	2	1.6	.	-10	2	-9
CCC(=O)N(C)C[C@@H]1Oc2cc(C#Cc3ccccn3)ccc2S(=O)(=O)N([C@@H](C)CO)C[C@H]1C	5	0.1	.	-1.4	-3	9	-2	-4
COC(=O)c1cccc(C(=O)N2CCCC(C(=O)c3cccc(OC(C)C)c3)C2)c1 (stereo not drawn)	0	0.6	6	0.5	.	19	3	1
O=C(C[C@@H]1C=C[C@H](NC(=O)Nc2cc(F)ccc2F)[C@H](CO)O1)Nc1ccc(-c2ccccc2)cc1	10	1.3	.	-0.8	-8	-20	.	-3
NS(=O)(=O)c1ccc(N=C2C(=O)Nc3ccccc32)cc1	3	0.8	3	0.1	30	-6	-8	4
COc1cc2c(cc1OC)/C(=C/c1ccc(Br)cc1)C(=O)OC2	.	0.2	-4	.	.	15	.	7
O=C(NCCCN1CCCC1=O)c1cc(S(=O)(=O)N2CCOCC2)c(Cl)cc1Cl	11	0.1	-15	17*	2	7	13	0
CCNC(=O)COc1cc(C)c(Br)c(C)c1	-1	0.4	12	-1.7	1	-1	-3	-2
Cc1nnc(NC(=O)CSc2nnc(CC(=O)Nc3ccccc3Cl)n2C)s1	5	0.3	-5	-6.8	3	3	5	-2
Cc1ccc(S(=O)(=O)N2[C@@H](c3ccccc3F)C(C(=O)O)=CC[C@H]2c2ccc3c(c2)OCO3)cc1	-9	-0.1	-14	1.6	-6	-8	-5	-12
O=C(C[C@@H]1C[C@@H]2c3cc(NC(=O)Cc4ccncc4)ccc3O[C@@H]2[C@@H](CO)O1)NCc1cccnc1	-2	0.4	-11	1.7	2	-11	-7	-5
CN(C)C(=O)CCc1ccc2c3c([nH]c2c1)[C@]1(C)[C@@H](C(=O)N2CCOCC2)C[C@H](CC(=O)NCc2cccc(C(F)(F)F)c2)C(=O)N1CC3	2	-0.2	-1	-0.3	-2	-23	-3	.
Next records.
SMILES	DENV2 CPE	Xi reactivation	PAX8 inh HTS	CFTR F508del cor	EWS-Fli block	INS-1E GSIS act	ERp5 inh	ARNT-TACC3 inh
O=S(=O)(c1ccccc1)N1CCCCN2[C@H](CO)[C@@H](c3ccc(-c4cncnc4)cc3)[C@H]2C1	-7	0.0	-7	-1.9	3	0	-8	-1
O=C(NCC(c1ccco1)N1CCc2ccccc21)C(=O)Nc1ccccc1 (stereo not drawn)	?	0.1	6	1.2	-1	-4	9	2
O=C(c1ccc2c(c1)[nH]c(=S)n1c3ccccc3nc21)N1CCN(c2cccc(Cl)c2)CC1	1	-0.1	-4	2.5	0	11	5	-3
COc1ccc(N(C)S(=O)(=O)c2cccc(C(=O)OCC(=O)Nc3cc(C)ccc3OC)c2)cc1	-6	-0.1	17	-0.8	3	-7	10	.
COc1ccc(OC)c(-c2csc(NC(=O)c3ccc4c(c3)OCO4)n2)c1	-6	-0.2	-37	-1.5	-28	-1	0	-3
CCC(=O)N1CC2(CN(Cc3cccnc3)C2)c2c(n(C)c3cc(OC)ccc23)[C@@H]1CO	5	0.3	.	0.0	-13	19	0	.
Cc1cccnc1NC(=O)C1COc2ccccc2O1 (stereo not drawn)	-3	0.0	-11	-0.3	-2	-8	0	-1
CCOc1ccc(-c2n[nH]c(=S)c3ccccc23)cc1	-3	0.0	1	0.3	13	-9	2	2
O=C(CC(=O)c1ccccc1)Nc1cccnc1Cl	.	-0.1	-106	.	.	36	.	-1
CN1CCc2c(sc(/N=C/c3cc(Cl)ccc3O)c2C#N)C1	.	-0.1	-157	2.6	-88	-13	-2	1

Screening data deposited in PubChem BioAssay by Broad Institute.
